Yp Topo-I inh: Yersinia pestis topoisomerase I inhibitors, primary screen, biochemical, cleavage product accumulation, plate reader, single point | activity, % at 10 µM | 360,000 tested, 0.064% active | Y. pestis Topo-I cleavage product accumulation | AID 504884, 2011; in the data active = activity above about 50%, passing the limit was not always enough; also: inactives centre near 2
CCHF vOTU inh: CCHFV vOTU protease inhibitors, primary screen, biochemical, Pep-AMC substrate, fluorescence; Crimean-Congo hemorrhagic fever virus L polyprotein viral ovarian tumor (vOTU) protease …; inhibition, % at 11.5 µM; AID 651958, 2012; 370,000 tested, 0.55% active; in the data active = inhibition above about 30%; also: 0% = vehicle wells with enzyme and 100% = no enzyme wells
3CLpro inhibitor: SARS-CoV 3CLpro protease inhibitors, primary screen, biochemical, quenched FRET; inhibition, % at 6 µM; AID 1706, 2009; recombinant SARS-CoV 3CLpro, quenched FRET peptide cleavage; Replicase polyprotein 1ab (Severe acute respiratory syndrome coronavirus), P0C6X7; 290,000 tested, 0.14% active; in the data active = inhibition above about 12%
PriA SSB inh: inhibitors of Klebsiella pneumoniae PriA binding to SSB C-terminal tail, primary screen, biochemical, AlphaScreen; PriA–SSB C-terminal tail interaction (Klebsiella pneumoniae); 430,000 tested, 0.6% active; AlphaScreen SSBct-PriA binding, biotinylated peptide; inhibition, % at 33 µM; in the data active = inhibition mostly above about 37%, no sharp cut-off; inactive = mostly below about 20%;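 also: plate controls were negative control peptide for no effect and reference peptide for full effect; strong numbers were not always called active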
PrPC TRFRET: inhibitors of human cell surface prion protein PrPC, primary screen, cell-based, TR-FRET. Major prion protein (Homo sapiens), P04156. TR-FRET read-out. inhibition, % at 13.8 µM. 370,000 tested, 0.43% active. AID 720596, 2013; in the data active = inhibition above about 24%; also: 0% = median of the test wells and 100% = reference compound wells
MazF activator: activators of E. coli MazEF toxin-antitoxin RNase, primary screen, biochemical, fluorescence, uHTS. 350,000 tested, 0.32% active. AID 504720, 2011. FAM/BHQ RNA-DNA oligo cleavage fluorescence, 5 h. activation, % at 20 µM; in the data active = activation above about 50%
Target sequence (P0AE70 whole entry, looked up): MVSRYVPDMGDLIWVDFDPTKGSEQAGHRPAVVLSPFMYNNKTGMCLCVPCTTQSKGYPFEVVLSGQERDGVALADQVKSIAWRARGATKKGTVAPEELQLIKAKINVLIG
TcdB GH inh: TcdB glycohydrolase inhibitors, primary screen, biochemical, single point, plate reader. inhibition, % at 9.99 µM. 350,000 tested, 0.24% active. Toxin B (Clostridioides difficile), P18177. TcdB glycohydrolase enzymatic assay; in the data active = inhibition above about 10%
Rv3671c inh: Rv3671c serine protease inhibitors, primary screen, biochemical, fluorescence polarization, M. tuberculosis H37Rv; 320,000 tested, 0.048% active; inhibition, % at 5.96 µM; in the data active = inhibition above about 38%;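 also: extracellular domain of Rv3671c used as enzyme; 0% = enzyme with DMSO and 100% = no enzyme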
Target sequence (P9WHR9 whole entry, looked up, the tested form may be a part): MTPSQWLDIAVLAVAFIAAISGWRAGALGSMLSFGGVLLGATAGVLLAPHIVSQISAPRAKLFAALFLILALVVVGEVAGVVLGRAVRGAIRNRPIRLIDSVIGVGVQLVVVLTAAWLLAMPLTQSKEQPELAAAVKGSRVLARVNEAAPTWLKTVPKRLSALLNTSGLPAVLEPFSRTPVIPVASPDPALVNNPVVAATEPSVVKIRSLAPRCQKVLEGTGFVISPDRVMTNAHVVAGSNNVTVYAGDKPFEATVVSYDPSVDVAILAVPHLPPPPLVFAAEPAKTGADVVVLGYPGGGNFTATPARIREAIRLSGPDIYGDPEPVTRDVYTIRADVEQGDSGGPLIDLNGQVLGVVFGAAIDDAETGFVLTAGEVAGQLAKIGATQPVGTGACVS
BH1578 lux ind: inducers of Vibrio cholerae quorum light production without autoinducers, primary screen, BH1578 luxS cqsA deficient, single point; V. cholerae BH1578 lux reporter, luminescence, 6 h; activation, % at 18.7 µM; 350,000 tested, 0.16% active; AID 588436, 2011; in the data active = activation mostly above about 9.7%, no sharp cut-off; also: not every result past the cut was called active; inactives centre near 0; reference of the scale not given here
VHR inh abs: VHR1 phosphatase inhibitors, primary screen, biochemical, absorbance, uHTS | Dual specificity protein phosphatase 3 (Homo sapiens), P51452 | 290,000 tested, 0.52% active | recombinant VHR phosphatase, pNPP absorbance | AID 1654, 2009 | inhibition, % at 13.3 µM; in the data active = inhibition above about 50%; also: some compounds called inactive have numbers as strong as hits
Target sequence (P51452 whole entry, looked up): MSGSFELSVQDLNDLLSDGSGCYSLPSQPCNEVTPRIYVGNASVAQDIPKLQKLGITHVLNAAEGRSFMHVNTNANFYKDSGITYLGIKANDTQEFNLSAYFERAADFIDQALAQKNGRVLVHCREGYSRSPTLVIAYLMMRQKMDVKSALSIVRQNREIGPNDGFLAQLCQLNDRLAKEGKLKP
Starred values were filed as active, the others as inactive; i = inactive; x = no result given; & = joins results of further samples; ! = not active in a repeat. Some of the compounds tested, so the mix of outcomes need not match the whole.

SMILES	Yp Topo-I inh	CCHF vOTU inh	3CLpro inhibitor	PriA SSB inh	PrPC TRFRET	MazF activator	TcdB GH inh	Rv3671c inh	BH1578 lux ind	VHR inh abs
Cc1c(C=O)c2ccccc2n1CC(=O)NCc1ccc2c(c1)OCO2	-4	-5	-4	-2	2	-6	-0.1	-2	i	6
N#Cc1c(-c2ccccc2)nc(-c2ccncc2)[nH]c1=O	-5	-5	1	1	2	3	0.9	9	-0.3	9
Cc1cccc(OCc2nc3ccccc3n2C)c1	-1	-6	-6	-10	-6	6	0.7	-4	-0.2	-2
CC1CC1C(=O)Nc1ccc(-c2ccccc2)cc1 (stereo not given)	7	9	0	-4	-2	-3	0.3	0	-0.2	10
CC(=O)C1=C(C)OC(N)=C(C(=O)OC(C)C)C12C(=O)Nc1ccccc12 (stereo not given)	7	0	-5	1	-7	6	1.1	2	8.3	10
COc1cccc(C(=O)Nc2c(F)c(F)c(F)c(F)c2F)c1	1	12	-3	-36	2	-1	x	-5	i	-2
COc1cc2c(c(OC)c1)C(c1ccncc1)CC(=O)N2 (stereo not given)	-3	-2	-2	2	-1	8	0.5	6	-0.2	-2
Cc1cc(C)nc(Nc2ccc(F)cc2)n1	6	8	-8	2	1	5	-0.2	-2	-0.8	49
N#C/C(=C/c1ccc(-c2ccccc2)o1)c1nc(-c2cccs2)cs1	-1	-2	4	-48	2	-24	0.1	-8	-0.3	49
COCCn1c(COc2ccccc2)nnc1SCC(N)=O	-4	-4	-3	-12	1	0	x	x	i	-8
CC(=O)c1c(N2CCCC2)nc(=S)n(-c2ccccc2)c1C	-3	-14	2	-5	5	4	x	-8	-2.2	12
CCOC(=O)c1ccc[n+](CC(=O)Nc2cc(C(F)(F)F)ccc2Cl)c1	-11	-3	1	0	-8	1	-0.9	-6	0.7	-6
CNC(=O)c1ccsc1NC(=O)CCS(=O)(=O)c1ccc(Cl)cc1	-6	14	x	-1	3	0	-0.3	-2	i	x
CC(C)(C)OC(=O)NCCc1nnc(S(=O)(=O)Cc2ccc(Cl)cc2Cl)o1	-15	9	1	-11	-3	-2	x	-1	-3.8	6
O=C(O)CSc1cccc2cccnc12	-6&6	-21&-6	-3&3	65*!	4&-5	0&-4	1.2	-5&0	-0.3&-1.4	-20&4
CCOc1cc(C(=O)Nc2c3c(nn2C(C)(C)C)CS(=O)C3)cc(OCC)c1OCC (stereo not given)	13	0	-2	-2&-16	-2	8	x	7	i	-5
Cn1c(=O)c2cc(NC(=O)Nc3cccnc3)ccc2n1Cc1cccc(C(F)(F)F)c1	27	-98	x	x	-1	x	0.8	x	-1.6	x
Cc1ccc(-n2c3nc(=O)[nH]c(=O)c-3cc3cc([N+](=O)[O-])ccc32)cc1	-2	4	-3	4	-21	5	x	23	i	6
O=C(CSCc1ccc([N+](=O)[O-])cc1)NC1CC2CCC1C2 (stereo not given)	6	2	1	-1	-6	0	x	8	-0.1	-12
CN(C)/C=N/c1ncc(C(=O)c2ccc(-c3ccccc3)cc2)s1	-5	2	4	x	3	-8	-0.7	3	i	22
COc1cc(C2NC(=O)NC(C)=C2C(=O)OCc2ccccc2)ccc1O (stereo not given)	8	9	x	-4	5	-15	0.4	-1	-0.3	-8
CCOC(=O)/C(=C/c1ccccc1)NC(=O)c1ccco1	3	-6	3	-18	-8	2	x	1	-0.1	24
Cc1noc(C)c1CSCC(=O)N(C)CC(=O)Nc1ccc(F)c(F)c1F	7	-9	x	-4	4	3	4.3	1	-1.1	x
Cc1cccc(OC(C)C(=O)N2CCN(Cc3ccc4c(c3)OCO4)CC2)c1 (stereo not given)	20	10	-4	3	-4	6	1.4	1	i	14
Cc1cc(C)n(C(=O)COc2ccc([N+](=O)[O-])cc2)n1	-4	2	-7	-7	-6	6	x	2	-0.4	2

2 of the compounds above, with bars between the fields.
SMILES | Yp Topo-I inh | CCHF vOTU inh | 3CLpro inhibitor | PriA SSB inh | PrPC TRFRET | MazF activator | TcdB GH inh | Rv3671c inh | BH1578 lux ind | VHR inh abs
Cc1cccc(OCc2nc3ccccc3n2C)c1 | -1 | -6 | -6 | -10 | -6 | 6 | 0.7 | -4 | -0.2 | -2
CC1CC1C(=O)Nc1ccc(-c2ccccc2)cc1 (stereo not given) | 7 | 9 | 0 | -4 | -2 | -3 | 0.3 | 0 | -0.2 | 10

Next section:
SMILES	Yp Topo-I inh	CCHF vOTU inh	3CLpro inhibitor	PriA SSB inh	PrPC TRFRET	MazF activator	TcdB GH inh	Rv3671c inh	BH1578 lux ind	VHR inh abs
CCOc1ccccc1NC(=O)CN(c1ccc(OC)cc1OC)S(=O)(=O)c1ccccc1[N+](=O)[O-]	2	4	2	-3	4	-15	0.5	-13	-0.3	-12
COc1ccc(CNC(=O)C(C)Sc2ccc(C)cc2)cc1 (stereo not given)	15	-3	-6	6	3	5	-1.6	12	i	-7
COC(=O)c1ccc(CNC(=O)COC(=O)CC23CC4CC(CC(Br)(C4)C2)C3)cc1	33	1	-2	-11	-3	-4	-0.6	-7	i	0
c1ccc2cc3c(NCCN4CCOCC4)ccnc3cc2c1	-16	-8	-1	1	-18	-4	2.1	x	0.5	2
CC(CC(=O)NC1CCCC1)c1ccccc1 (stereo not given)	-11	-3	-1	-14	-3	0	x	-4	i	27
CCCCNC(=O)n1c(SC)nc2ccccc21	-4	8	-4	-19	-2	1	x	1	0.3	24
O=C(CSc1nc2ccccc2s1)NNC(=O)Nc1ccc(Cl)c(Cl)c1	-5	13	-3	-16	2	5	x	-24	7.1	13
COc1ccccc1OCCCCCNCCO	3	-12	3	-2	-6	0	0.1	3	0.5	2
COc1ccc(S(=O)(=O)Cc2ccc(C(=O)NCc3ccccc3OC)o2)cc1	5	-8	-1	-1	-3	-24	-2.4	-3	-12	-12
COc1ccc(S(=O)(=O)Cc2ccc(C(=O)N3CCN(c4cccc(C)c4C)CC3)o2)cc1	-1	2	3	-6	9	0	0.7	-7	-0.2	-2
CCCSC(=O)N(CC)CC(=O)Nc1c(CC)cccc1CC	4	x	0	-14	x	5	x	-7	i	13
O=C1CCCC(O)=C1Sc1ccccc1C(=O)O	-1	-14	0	-13	1	-14	-2.8	-1	1.3	-8
COC(=O)c1ccsc1NC(=O)CCS(=O)(=O)c1ccccc1	5	13	3	5&-10	-10	-3	-0.1	0	i	-17
CC1(NC(=O)c2cc(S(=O)(=O)N3CCCCC3)ccc2Cl)CCS(=O)(=O)C1 (stereo not given)	4	-7	1	-20	-6	-1	x	2	-2.0	-1
COc1cc([N+](=O)[O-])ccc1NC(=O)C1CCCN(S(C)(=O)=O)C1 (stereo not given)	2	1	x	-15	-28	-9	0.0	0	i	x
CC1CCCN(CC(=O)Nc2ccc(S(=O)(=O)N3CCCCC3)cc2)C1 (stereo not given)	-4	10	0	-2	0	-6	x	-5	-2.6	9
CCc1ccc(NC2=NC(C(=O)NC3CCCCC3)CC(=O)N2)cc1 (stereo not given)	1	-6	-8	0	4	-2	x	6	i	8
CC(C)Nc1ncnc2c1cnn2Cc1ccc(Cl)cc1	1	6	0	-4	9	7	-4.5	-5	i	-12
CC1Sc2ccc(Cl)cc2-c2nc(N)ncc21 (stereo not given)	0	-13	2	19	-5	-1	0.0	-12	-0.3	30
O=C(OCc1nc2ccccc2s1)c1cc2ccccc2oc1=O	x	7	-2	x	-5	x	x	-9	x	43
O=C(NC(Cc1ccccc1)C(=O)O)/C(=C/c1ccc([N+](=O)[O-])cc1)NC(=O)c1ccccc1 (stereo not given)	-7	-2	2	0	-16	-2	0.7	-10	-0.1	16
COC(=O)C1CCN(C(=O)COC(=O)Cn2cnnn2)CC1	x	x	-1	-9	x	0	x	-3	x	13
Cc1cc2ccccc2c(=O)n1CC(=O)NCC(=O)N1CCN(c2cccc(Cl)c2)CC1	-7	-3	0	2	-1	5	x	-5	i	22
CSC1=NCCN1S(=O)(=O)c1ccc(F)cc1	4	3	1	-5	2	6	-0.5	4	0.0	18
c1ccc(CSc2ncnc3c2cnn3-c2ccccc2)cc1	-5	-1	-4	-20	-5	3	x	-5	i	-2

Taken from above:
Under CCHF vOTU inh, COc1ccc(S(=O)(=O)Cc2ccc(C(=O)N3CCN(c4cccc(C)c4C)CC3)o2)cc1 is listed with 2
Under CCHF vOTU inh, Cc1cc2ccccc2c(=O)n1CC(=O)NCC(=O)N1CCN(c2cccc(Cl)c2)CC1 is listed with -3
Under TcdB GH inh, N#C/C(=C/c1ccc(-c2ccccc2)o1)c1nc(-c2cccs2)cs1 is listed with 0.1
Under MazF activator, CN(C)/C=N/c1ncc(C(=O)c2ccc(-c3ccccc3)cc2)s1 is listed with -8

3 of the compounds above, as a markdown table:
| Compound | Yp Topo-I inh | CCHF vOTU inh | 3CLpro inhibitor | PriA SSB inh | PrPC TRFRET | MazF activator | TcdB GH inh | Rv3671c inh | BH1578 lux ind | VHR inh abs |
| --- | --- | --- | --- | --- | --- | --- | --- | --- | --- | --- |
| N#Cc1c(-c2ccccc2)nc(-c2ccncc2)[nH]c1=O | -5 | -5 | 1 | 1 | 2 | 3 | 0.9 | 9 | -0.3 | 9 |
| Cc1cccc(OCc2nc3ccccc3n2C)c1 | -1 | -6 | -6 | -10 | -6 | 6 | 0.7 | -4 | -0.2 | -2 |
| CC1CC1C(=O)Nc1ccc(-c2ccccc2)cc1 (stereo not given) | 7 | 9 | 0 | -4 | -2 | -3 | 0.3 | 0 | -0.2 | 10 |

(further entries)
SMILES	Yp Topo-I inh	CCHF vOTU inh	3CLpro inhibitor	PriA SSB inh	PrPC TRFRET	MazF activator	TcdB GH inh	Rv3671c inh	BH1578 lux ind	VHR inh abs
CCN(Cc1ccccc1)C(=O)CN1C(=O)c2ccccc2C1=O	-16	-9	0	8	-4	-15	-1.9	-6	i	-5
COc1cccc(-n2c(-c3ccco3)nc3nc4ccccc4nc32)c1	-10	6	3	-14	-4	15	0.4	-3	-0.2	-8
COC(=O)c1nnn(-c2ccc(Cl)c(Cl)c2)c1C(=O)OC	-9	-2	0	6	5	-3	1.0	5	-1.6	12
O=C(CN1C(=O)c2ccccc2C1=O)Nc1cccc(S(=O)(=O)Nc2ccccc2Cl)c1	-8	-10	0	2	1	4	0.4	-32	-0.4	3
COc1cccc(-c2cc(C(F)(F)F)nc(N3CCOCC3)n2)c1	5	4	-2	-47	-1	-2	x	7	i	16
CC(C)(C)n1cnc2cc(NC(=O)c3ccc(Cl)cc3)ccc21	12	-10	1	-4	1	1	1.4	2	-0.2	-23

Profiles, quoted from the list:
O=C(CN1C(=O)c2ccccc2C1=O)Nc1cccc(S(=O)(=O)Nc2ccccc2Cl)c1 is listed as Yp Topo-I inh = -8; CCHF vOTU inh = -10; 3CLpro inhibitor = 0; PriA SSB inh = 2; PrPC TRFRET = 1; MazF activator = 4; TcdB GH inh = 0.4; Rv3671c inh = -32; BH1578 lux ind = -0.4; VHR inh abs = 3
COC(=O)c1nnn(-c2ccc(Cl)c(Cl)c2)c1C(=O)OC is listed as Yp Topo-I inh = -9; CCHF vOTU inh = -2; 3CLpro inhibitor = 0; PriA SSB inh = 6; PrPC TRFRET = 5; MazF activator = -3; TcdB GH inh = 1.0; Rv3671c inh = 5; BH1578 lux ind = -1.6; VHR inh abs = 12

Screens from PubChem.
